Tau fibril ThT = inhibitors of human tau fibril formation, thioflavin T binding; recombinant tau K18 P301L, heparin-induced fibrillization, ThT fluorescence; P10636; actives 2.1% (n = 270,000); Potency, µM (highest dose often 57.4 µM), for the others: top-dose activity, negative = inhibition, hits mostly inhibitors; AID 1460; further: nearly all actives have a fitted effect of over 55% in size
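Using a mix of unlabeled (15 uM) and Alexa 594-labeled (0.24 uM) tau K18 P301L, heparin-triggered fibrillization over 6 hr at 37 C was scored by ThT fluorescence.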
ALDH1A1 inh = inhibitors of human aldehyde dehydrogenase 1A1; P00352; Purified ALDH1A1, NADH fluorescence, propionaldehyde substrate; Potency, µM (titrated, usually from 75.3 µM), inactives show top-dose activity, negative = inhibition, most hits filed as inhibitors; actives 7.3% (n = 220,000); AID 1030; active means well fitted inhibition curve with a large enough effect, not every such curve was filed as active; inconclusive means small, poorly fitted or top-dose-only effect, or another doubt; inactive means no such curve, though single readings can be large or run the other way;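 further: plate controls were no enzyme wells and a reference inhibitor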
Target sequence (P00352 whole entry, looked up): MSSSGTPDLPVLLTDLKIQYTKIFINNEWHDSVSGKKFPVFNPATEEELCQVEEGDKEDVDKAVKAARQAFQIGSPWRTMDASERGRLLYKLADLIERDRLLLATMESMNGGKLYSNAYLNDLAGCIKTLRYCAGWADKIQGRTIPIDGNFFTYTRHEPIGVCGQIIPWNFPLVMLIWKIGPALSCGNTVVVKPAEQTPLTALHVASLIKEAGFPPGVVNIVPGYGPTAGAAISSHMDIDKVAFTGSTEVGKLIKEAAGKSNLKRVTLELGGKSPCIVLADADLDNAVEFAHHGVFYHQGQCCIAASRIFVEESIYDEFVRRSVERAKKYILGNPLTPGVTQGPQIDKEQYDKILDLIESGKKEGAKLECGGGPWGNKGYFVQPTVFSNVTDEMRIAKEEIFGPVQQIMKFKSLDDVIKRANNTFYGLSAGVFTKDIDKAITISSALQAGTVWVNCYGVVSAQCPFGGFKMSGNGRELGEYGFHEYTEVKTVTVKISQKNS
TRb SRC2 PPI = inhibitors of human thyroid hormone receptor beta-SRC2 interaction | Potency, µM (doses to about 106 µM), for the others: at the top dose activity change, negative = inhibition, actives largely listed as inhibitors | AID 1469 | P10828 | TRbeta-SRC2 peptide binding, fluorescence polarization; receptor liganded with 1 µM T3 | actives 0.065% (n = 280,000);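 further: plate controls were bound peptide for no effect and peptide without receptor for full effect; nearly all actives have a fitted effect of over 50% in size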
Target sequence (P10828 whole entry, looked up): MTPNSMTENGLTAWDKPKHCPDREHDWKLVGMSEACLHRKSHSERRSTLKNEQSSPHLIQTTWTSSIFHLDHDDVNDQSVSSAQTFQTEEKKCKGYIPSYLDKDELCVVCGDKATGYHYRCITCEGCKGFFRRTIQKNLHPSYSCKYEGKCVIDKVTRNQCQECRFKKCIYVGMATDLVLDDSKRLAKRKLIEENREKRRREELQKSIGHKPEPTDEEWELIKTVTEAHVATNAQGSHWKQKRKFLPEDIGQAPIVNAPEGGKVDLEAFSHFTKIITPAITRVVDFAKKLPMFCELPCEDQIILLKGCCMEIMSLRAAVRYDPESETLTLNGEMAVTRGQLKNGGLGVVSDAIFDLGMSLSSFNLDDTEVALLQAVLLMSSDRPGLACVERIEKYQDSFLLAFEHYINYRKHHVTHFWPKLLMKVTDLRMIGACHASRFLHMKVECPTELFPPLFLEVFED
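Polarization signal, normalized between peptide-alone and full complex controls, measured compound effects on T3-liganded human TRb LBD (0.6 uM) binding 20 nM Texas Red SRC2 peptide after 5 hr.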
Tau fluor counter = counter-screen for tau fibril formation inhibitors; tau K18 P301L (four-repeat tau fragment) Alexa594 fluorescence, heparin fibrillization; Potency, µM (doses to about 57.7 µM), inactives show at the top dose activity change, negative = decrease; actives 0.93% (n = 280,000); AID 1463; further: nearly all actives have a fitted effect of over 55% in size
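Human K18 P301L tau (15 uM unlabeled plus 0.24 uM Alexa 594-labeled, final) in 100 mM sodium acetate pH 7 was mixed with compound and 20 uM heparin and incubated 6 hr at 37 C.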
L3MBTL1 block = inhibitors of human L3MBTL1; Q9Y468; AlphaScreen L3MBTL1–H3K9me1 peptide binding; Potency, µM (titrated, usually from 57.1 µM), for inactives: top-dose activity, negative = inhibition, actives largely listed as inhibitors; actives 0.66% (n = 230,000); AID 485360; further: nearly all actives have a fitted effect of over 60% in size
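Displacement of a biotinylated histone H3(1-15) peptide monomethylated at Lys9 (75 nM) from L3MBTL1 (50 nM) was measured by AlphaScreen after a 30 min room-temperature compound incubation; cefsulodin titration served as intraplate control.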
GLA spleen mod = alpha-galactosidase A (human) modulation; P06280; human spleen homogenate, 4MU-alpha-Gal fluorescence, 40 min; Potency, µM (titrated, usually from 80 µM), without a hit: top-dose activity change, negative = inhibition, usual class: inhibitors; actives 0.008% (n = 240,000); AID 2107;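 further: 0% = enzyme with vehicle and -100% = no enzyme basal signal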
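qHTS titration in buffer at pH 5.0. Alpha-galactosidase activity in spleen homogenate was measured via 4-methylumbelliferone release from 1 mM fluorogenic substrate after 40 min at 37C and a pH 10 stop. AC50 came from Hill fits of control-normalized data.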
TexasRed fluor = Texas Red fluorescence interference in TRb-SRC2 counter-screen; TRb/SRC2 Texas Red total fluorescence interference; Potency, µM (doses to about 106 µM), for inactives: at the highest dose fluorescence change, negative = quenching; actives 0.29% (n = 280,000); active means well fitted curve in either direction with a large enough effect; inconclusive means small, poorly fitted or top-dose-only effect
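Flags fluorescent or light-absorbing compounds by total fluorescence, S + 2P, at 555 nm excitation and 632 nm emission. Mixture: 20 nM Texas Red SRC2 peptide, 0.6 uM human TRb LBD, 1 uM T3, 5% DMSO; compound exposure 5 h at ambient temperature.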
Tau fibril FP = blocks human tau fibril formation measured by polarization | P10636 | K18 P301L tau heparin fibrillization, Alexa594 FP, 6 h | Potency, µM (titrated, usually from 57.7 µM), for inactives: top-dose activity, negative = inhibition, most hits filed as inhibitors | actives 0.39% (n = 280,000) | AID 1468; further: nearly all actives have a fitted effect of over 55% in size
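Human tau K18 […] P301L fragment, 15 uM unlabeled plus 0.24 uM Alexa 594-labeled tau (final), with compound and 20 uM heparin in 100 mM sodium acetate pH 7; 6 hr at 37 C, then Alexa 594 FP read.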
* marks the source's active call; other numbers are inactive results; u = inconclusive; x = not tested or not shown; [ ] = remark or other dose. Unless noted, the call rests on the fitted dose curve; in most records, active means well fitted curve in the direction sought with a large enough effect; inconclusive means small, poorly fitted or top-dose-only effect, or another doubt; inactive means no such curve, though single readings can be large; an effect the other way counts as inactive or inconclusive. Unless noted, on the % scale 0 is the no-effect control and ±100 the full control effect; potency means the concentration at half of the fitted maximal effect. No enrichment for hits; any-hit rate near 8.5%.

SMILES,Tau fibril ThT,ALDH1A1 inh,TRb SRC2 PPI,Tau fluor counter,L3MBTL1 block,GLA spleen mod,TexasRed fluor,Tau fibril FP
COc1cccc(-c2nnc(SCN3C(=O)c4ccccc4C3=O)n2C)c1,5%,-1%,4%,-3%,-1%,11%,1%,7%
Cc1cc(NC(=O)COC(=O)C2CCN(S(=O)(=O)c3c(Cl)cccc3Cl)CC2)no1,-20%,8%,-11%,-19%,x,-6%,0%,4%
O=C(COC(=O)c1ccc2c(c1)C(=O)N(Cc1ccncc1)C2=O)Nc1ccccc1[N+](=O)[O-],-7%,5%,2%[53 µM],-6%,u,2%,-1%[53 µM],11%
O=C(COc1ccc(-c2ccccc2)cc1)N1CCN(S(=O)(=O)Cc2ccccc2)CC1,-2%,u,-14%,-12%,x,u,2%,-6%
CCn1c(-c2c[nH]c3ccccc23)n[nH]c1=S,-15%,-20%,7%,-7%,x,-4%,2%,-6%
C[C@@]1(C(=O)O)NCCc2cc(O)c(O)cc21,25µM*,u,9%,u,x,0%,u,u
Clc1ccc(-c2cnn3c(-c4ccncc4)ccnc23)cc1,2.5µM*,8%,5%,1%,4%,-2%,-1%,2%
COc1ccc(-n2c(=O)c3sc4ccccc4c3n(CC(=O)Nc3cccc(C)c3)c2=O)cc1,-3%,x,-3%,u,x,x,1%,u
COc1ccc(-c2nsc(NC(=O)COc3ccccc3OC)n2)cc1,6%,x,-3%,-16%,x,x,-1%,-10%
Brc1cccc(-c2cnc3n2CCCCC3)c1,-4%,-6%,-16%,-10%,x,-1%,2%,3%
Cc1nc(-c2ccncc2)sc1C(=O)Nc1ccc(Cl)cc1,-11%,6%,4%,-29%,-2%,1%,-4%,u
Cn1c(N)c(C(=O)COC(=O)C2CC(=O)N(Cc3ccccc3)C2)c(=O)n(C)c1=O (stereo unspecified),-1%,-4%,-6%,3%,u,2%,-5%,8%
COc1ccc(C2C3CCCCC3(O)CCN2C(=O)c2cccs2)cc1 (stereo unspecified),-5%,2%,-1%,-7%,11%,-6%,0%,-2%
Cc1cc(C)n2nc(S(=O)(=O)NC(C)(C)C)nc2n1,3%,6%,6%,-2%,x,0%,0%,-1%
CC(=O)c1ccc(S(=O)(=O)Nc2cc3c(cc2C(C)=O)OCO3)cc1,4%,-21%,-2%,-5%,0%,-10%,-1%,-10%
COc1ccccc1C1CCCN1Cc1nc(-c2ccc(C)s2)oc1C (stereo unspecified),-13%,u,2%,0%,-22%,8%,2%,8%
CC(=O)Nc1ccc(NC(=O)CCn2nnc3ccccc32)cc1,-2%,u,-3%,14%[2.34 µM],25%,3%,-8%,-7%[2.34 µM]
O=C(N/N=C/c1cc2ccccc2nc1Cl)/C(=C/c1cccs1)NC(=O)c1ccccc1,-21%,119%[activator],-8%,-19%,x,-4%,-6%,7%
Cc1cccc([C@H]2[C@@H]3C=CCC[C@@H]3C(=O)N2Cc2ccccc2)c1,-9%[81.4 µM],28µM*,-3%,-5%[81.3 µM],4%,-16%[119 µM],u,8%[81.3 µM]
Cc1cc(-c2ccc(C)c(S(=O)(=O)N3CCC(C)CC3)c2)on1,-5%,x,8%,-20%,x,x,-3%,9%
CN(CCCN1CCOCC1)Cc1nc(-c2ccccc2)no1,1%,4%,0%[53 µM],1%,7%,-4%,1%[53 µM],5%
COCCCNC(=O)c1ccc(N(C)S(C)(=O)=O)cc1,0%,-4%,-2%,7%,-1%,2%,0%,0%
Cc1ccc(NC(=O)c2ccc(-c3ccccc3)s2)cc1,8%,x,-3%,-7%,x,x,-1%,-6%
CCOC(CCn1c(SCc2cccc([N+](=O)[O-])c2)nc2ccccc2c1=O)OCC,-11%,u,-2%,-20%,-2%,-2%,-1%,11%
Nc1nonc1-n1nnc(C(=O)N/N=C/c2cccc(Cl)c2)c1CSc1ccccc1,x,x,1%,u,x,-3%,1%,u
O=c1c2ccccc2ncn1CCOCCOc1ccc([N+](=O)[O-])cc1,1%,-1%,-5%,-3%,5%,0%,-1%,-13%
CCN(CC)c1ccc(N2C(=O)/C(=C\c3cccs3)SC2=S)cc1,-16%,12%,-1%,-19%,x,1%,-2%,14%
Cc1c(OCc2nn[nH]n2)ccc2c3c(c(=O)oc12)CCC(C)C3 (stereo unspecified),-16%,u,8%,-3%,-3%,-6%,-1%,1%
O=C1CC(c2cccc(F)c2)SC(N(c2ccccc2)c2ccccc2)=N1 (stereo unspecified),-3%,2%,-1%,1%,-3%,-1%,-1%,0%
N#CCC(=O)Nc1ncc(Cc2ccccc2Cl)s1,-8%,u,-7%,-24%,10%,-6%,2%,15%
CCCCN(CC)Cc1ccc(CNC(=S)Nc2ccccc2F)o1,-5%,u,3%,-10%,x,0%,0%,-14%
CCCCn1c(NC(=O)CC)c(C#N)c2nc3ccccc3nc21,3%,u,-5%,7%,-4%,11%,0%,6%
COCCSc1ccccc1C(=O)Nc1nccs1,-3%,3%,-12%,-4%,x,9%,-3%,0%
CCC1=NN(C(=O)c2ccc(C)cc2)C(O)(c2ccc(Br)cc2)C1 (stereo unspecified),u,u,8%,-11%,-13%,-7%,11%,11%
CC(C)C1CC(CCNCc2ccc3c(c2)OCO3)(c2ccccc2)CCO1 (stereo unspecified),x,x,-5%,-5%,x,-7%,2%,7%
CC(=O)N(Cc1c(C#N)c2ccccc2n1C)c1ccccc1,2%,u,-14%,1%,1%,2%,-3%,5%
CN1CCc2c(c3ccccc3n2C)C1,-3%,-5%,3%,-2%,-6%,-16%,0%,3%
CCc1ccccc1NC(=O)C1CCN(C2=NS(=O)(=O)C(c3ccc(C)c(C)c3)=C2C)CC1,-5%,x,3%,4%,x,x,-19%,-5%
CCN(CC)CCNC(=O)Cn1ncc2c([nH]c3ccccc32)c1=O,7%,x,4%,1%,x,x,7%,0%
Cc1cc(C)cc(-n2c(C)nc3cc(C(=O)NCc4ccccc4Cl)ccc32)c1,-5%,x,-4%,-5%,x,x,-2%,5%
COc1cc2c(c(O)c1OC)-c1c(cc(OC)c(OC)c1O)[C@@H](OC(=O)c1ccccc1)[C@@](C)(O)[C@@H](C)[C@@H]2OC(C)=O,3%,x,-11%,7%,x,3%,0%,4%
O=C(COC(=O)Cc1ccc(Br)cc1)NCC1CCCCC1,-14%,-9%,0%,-9%,18%,-9%,1%,2%
CCOC(=O)N1CCC(Nc2c(NCCN3CCN(c4ccccc4F)CC3)c(=O)c2=O)CC1,-14%,13%,3%,-11%,x,-3%,-1%,3%
Cc1cc(C)cc(NC(=O)c2cnc3sc(N4CCCC4)nn3c2=O)c1,3%,x,4%,4%,x,x,-3%,-1%
Cc1cccc(NC(=O)C2CC(O)CN2C(=O)OCc2ccccc2)c1 (stereo unspecified),-5%,3%,-17%,-4%,-2%,13%,-3%,-2%
C=Cc1ccc(Cn2c(C)c(CNCc3ccc(SC)cc3)c(C(=O)O)c2C)cc1,-6%,x,11%,-3%,x,x,-1%,0%
Cc1ccc(S(=O)(=O)CC(=O)NC(C)(C)C)cc1,3%,5%,-6%,2%,2%,3%,3%,-2%
Cc1ccc(CNC(=O)c2ccc3c(=O)n(CC4CCCO4)c(=S)[nH]c3c2)cc1 (stereo unspecified),-9%,u,-21%,-10%,x,9%,2%,0%
COc1ccccc1NS(=O)(=O)c1cccc(NC(=O)c2cc3ccccc3oc2=O)c1,-2%,-1%,4%,-5%,-9%,4%,3%,-5%
COC(=O)[C@@H]1C[C@H]2CC[C@H](O)C[C@H]2N1Cc1ccc(N2CCOCC2)cc1,-10%,-9%,-4%,-3%,x,8%,-4%,1%

3 of the compounds above, with values under each structure.
Results follow in this order: Tau fibril ThT | ALDH1A1 inh | TRb SRC2 PPI | Tau fluor counter | L3MBTL1 block | GLA spleen mod | TexasRed fluor | Tau fibril FP
Cc1ccc(S(=O)(=O)CC(=O)NC(C)(C)C)cc1
→ 3% | 5% | -6% | 2% | 2% | 3% | 3% | -2%
C=Cc1ccc(Cn2c(C)c(CNCc3ccc(SC)cc3)c(C(=O)O)c2C)cc1
→ -6% | x | 11% | -3% | x | x | -1% | 0%
COc1cc2c(c(O)c1OC)-c1c(cc(OC)c(OC)c1O)[C@@H](OC(=O)c1ccccc1)[C@@](C)(O)[C@@H](C)[C@@H]2OC(C)=O
→ 3% | x | -11% | 7% | x | 3% | 0% | 4%

Single entries from the list.
Reading of Cn1c(N)c(C(=O)COC(=O)C2CC(=O)N(Cc3ccccc3)C2)c(=O)n(C)c1=O (stereo unspecified) under Tau fibril FP: 8%
Reading of COc1ccc(-c2nsc(NC(=O)COc3ccccc3OC)n2)cc1 under TRb SRC2 PPI: -3%
Reading of CCN(CC)c1ccc(N2C(=O)/C(=C\c3cccs3)SC2=S)cc1 under TRb SRC2 PPI: -1%
Reading of O=c1c2ccccc2ncn1CCOCCOc1ccc([N+](=O)[O-])cc1 under L3MBTL1 block: 5%
Reading of C=Cc1ccc(Cn2c(C)c(CNCc3ccc(SC)cc3)c(C(=O)O)c2C)cc1 under Tau fibril FP: 0%

(more compounds)
SMILES,Tau fibril ThT,ALDH1A1 inh,TRb SRC2 PPI,Tau fluor counter,L3MBTL1 block,GLA spleen mod,TexasRed fluor,Tau fibril FP
S=C1N(c2ccccc2)CN(C2CCCCC2)CN1c1ccccc1,-13%,5%,-3%,-7%,10%,-3%,-4%,4%
O=c1[nH]c(CN(CCO)CCO)nc2c1C1(CCCCC1)Cc1ccccc1-2,-4%,u,-5%,2%,-4%,-2%,-6%,2%
CSc1sc(C(=O)NNC(C)=O)c2c1C1(CCC2)SCCS1,-6%,u,-8%,-10%,0%,-5%,-1%,4%
CCONc1ncnc2nonc12,-6%,12%,8%,-7%,-6%,-2%,3%,-3%
COc1cc(SC)ccc1C(=O)OCC(=O)NC(=O)NC(C)C,-1%,12%,0%,-1%,x,-5%,-2%,-5%
Cc1cc(C(=O)COc2nncc3ccccc23)c(C)n1C,-12%,-1%,-18%,-7%,-3%,-8%,-1%,1%
